Source: PubChem BioAssay (Broad Institute)
EWS-Fli inh: blocks EWS/Fli oncoprotein-driven transcription. 350,000 compounds, 0.67% hits. A673 NR0B1-luciferase reporter, viability-normalised. inhibition, % at 12.6 µM. AID 651661;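 active = mean inhibition of at least 50% after viability correction, with every replicate also passing that limit; inconclusive = mean reaches 50% but only one of two replicates passes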;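 also: firefly luciferase signal divided by Alamar Blue viability fluorescence both relative to DMSO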
PAX8 inh HTS: lowers PAX8-driven luciferase in RMG-I cells | RMG-I TPO-luciferase reporter, SteadyGlo, 24 h | inhibition, % at 12.6 µM | 360,000 compounds, 1.2% hits;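 active = mean replicate inhibition at least 60% with every replicate also reaching 60%; inconclusive = only one of the two criteria is met; inactive = mean below 60% and not all replicates reaching 60%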;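 also: luciferase light reporting Pax8 driven TPO promoter activity; plate controls were median of neutral control wells for no effect and mitoxantrone controls for full effect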
LGR2 inh: Drosophila LGR2 receptor signaling inhibition; HEK293 LGR2, CRE-luciferase, bursicon-stimulated, 4 h; inhibition, % at 9.99 µM; 380,000 compounds, 0.35% hits;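 active = drop in luminescence signal, shown as inhibition above about 50% in the replicate tests, limit read from the data, passing the limit was not always enough; inconclusive = probably only some replicates passing the limit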;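 also: agonist challenge used bursicon conditioned medium at about half maximal strength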
ERAP1 HTS inh: blocks human ERAP1 aminopeptidase activity; Q9NZ08; recombinant ERAP1, Leu-AMC fluorescence, 60 min; 340,000 compounds, 0.15% hits; inhibition, % at 10.7 µM;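 active = mean replicate inhibition of at least 30%, or all replicates individually reaching that 30% level; inactive = mean below 30% and not every replicate reaching it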;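 also: 0% = neutral control wells and 100% = L-leucinethiol positive control wells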
Target sequence (Q9NZ08 whole entry, looked up): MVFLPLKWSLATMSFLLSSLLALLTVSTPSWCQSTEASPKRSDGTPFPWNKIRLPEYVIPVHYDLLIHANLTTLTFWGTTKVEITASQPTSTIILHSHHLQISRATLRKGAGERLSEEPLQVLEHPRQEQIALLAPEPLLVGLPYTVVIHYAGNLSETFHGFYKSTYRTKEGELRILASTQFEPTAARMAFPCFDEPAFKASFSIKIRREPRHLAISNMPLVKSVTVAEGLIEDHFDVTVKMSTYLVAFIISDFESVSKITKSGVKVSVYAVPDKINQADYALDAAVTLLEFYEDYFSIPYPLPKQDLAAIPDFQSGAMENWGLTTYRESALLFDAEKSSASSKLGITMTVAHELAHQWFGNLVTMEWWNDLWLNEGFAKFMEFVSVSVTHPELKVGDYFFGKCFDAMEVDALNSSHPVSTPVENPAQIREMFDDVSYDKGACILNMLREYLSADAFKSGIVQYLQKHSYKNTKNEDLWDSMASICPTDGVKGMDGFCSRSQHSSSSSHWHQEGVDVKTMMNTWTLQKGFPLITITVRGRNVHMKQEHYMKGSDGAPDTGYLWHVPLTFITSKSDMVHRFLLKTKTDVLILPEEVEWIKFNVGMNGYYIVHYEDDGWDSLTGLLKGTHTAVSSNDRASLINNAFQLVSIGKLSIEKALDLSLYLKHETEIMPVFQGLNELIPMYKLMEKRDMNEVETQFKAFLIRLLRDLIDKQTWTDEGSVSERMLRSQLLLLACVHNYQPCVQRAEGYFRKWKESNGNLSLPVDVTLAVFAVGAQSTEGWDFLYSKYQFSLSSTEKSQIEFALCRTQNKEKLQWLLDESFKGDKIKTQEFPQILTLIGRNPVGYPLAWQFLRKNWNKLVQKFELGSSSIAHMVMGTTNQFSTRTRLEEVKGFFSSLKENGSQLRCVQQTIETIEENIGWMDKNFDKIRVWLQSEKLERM
PGC1a acetyl inh: modulators of PGC1a acetylation; inhibition, % at 15.6 µM; 350,000 compounds, 0.17% hits; U2OS PGC1a acetylation, AlphaScreen anti-acetyl-lysine; with virally co-expressed GCN5 acetyltransferase;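 active = every replicate shows inhibition of at least 40%; inconclusive = mean inhibition at least 40% but some replicate below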;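 also: 0% = neutral control wells and 100% = positive control wells; some results beyond the cut were filed as inactive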
S100A4 MyoIIA: blocks human S100A4 binding to myosin IIA peptide | AID 652163 | P26447 | inhibition, % at 10.7 µM | 360,000 compounds, 0.14% hits | S100A4/TAMRA-MyoIIA peptide fluorescence polarization;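 active = mean inhibition of at least 70% across replicates, with every replicate also reaching that level; inconclusive = mean inhibition reaches 70% but some replicates fall short; inactive = mean inhibition below 70%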
Target sequence (P26447 whole entry, looked up): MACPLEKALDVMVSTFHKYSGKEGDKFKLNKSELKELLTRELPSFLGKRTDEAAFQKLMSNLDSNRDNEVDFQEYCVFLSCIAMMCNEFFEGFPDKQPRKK
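Test system – S100A4 monomer (human) · Compound – single-point compound testing · Schedule – 5 min incubation before reading · Probe or stimulus – TAMRA-labelled myosin IIA heavy-chain peptide probe, 5 nM · Benchmarks – neutral control DMSO, positive control TFP · Medium – Calcium-containing HEPES buffer, pH 7.2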
PglD inh: blocks C. jejuni PglD acetyltransferase activity; purified PglD enzyme, DTNB colorimetric CoA detection; inhibition, % at 12.5 µM; 360,000 compounds, 0.098% hits; in the data active = inhibition above about 16%, passing the limit was not always enough; inconclusive = no clear call, values can overlap the other calls; also: strong numbers were not always called active
FN deposition inh: fibronectin deposition inhibition. AH1F fibroblasts, Alexa488-fibronectin deposition fluorescence, overnight. 350,000 compounds, 0.086% hits. inhibition, % at 12.6 µM;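 active = mean inhibition across replicates of 30% or more, regardless of how many single replicates reach that level; inconclusive = mean under 30% yet at least half of replicates reach 30%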;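 also: positive control wells lacked labelled fibronectin entirely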
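Assay system: AH1F fibroblasts assembling fluorescent fibronectin matrix; Amount: 10000 AH1F cells per well; Buffer or medium: DMEM, 2% serum; Probe or stimulus: Alexa488-fibronectin, 24 nM final in well; Doses: single compound dose, delivered by pin transfer; Incubation: 1 h adhesion, overnight exposure; Measured by: fluorescence 485/525 nm; Read-out: fibronectin deposition inhibition.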
Active calls of the source: *; ? = inconclusive; · = not tested or not shown.

No.	compound	PglD inh	ERAP1 HTS inh	LGR2 inh	PAX8 inh HTS	EWS-Fli inh	PGC1a acetyl inh	S100A4 MyoIIA	FN deposition inh
1	C[C@H](CO)N1C[C@H](C)[C@@H](CN(C)C(=O)Nc2ccc3c(c2)OCO3)Oc2cc(C3=CCCC3)ccc2S1(=O)=O	1.1	-1.4	18.9	18.2	21.1	8.9	1.2	11.6
2	CCC1(COC(=O)Nc2cccc(Cl)c2)COC1	0.5	·	·	-59.2	·	1.5	·	-5.3
3	COc1ccc(C2CC(c3ccc([N+](=O)[O-])cc3)=NN2C(=O)c2ccccc2)cc1OC (stereo unspecified)	3.2	1.2	17.8	2.2	6.9	·	-13.7	-2.6
4	CCCCn1c(N)c(N(CCOC)C(=O)c2cc3c(s2)CCCCC3)c(=O)[nH]c1=O	2.8	4.3	-8.6	8.2	-8.6	1.9	8.9	2.7
5	CC(OC(=O)c1ccco1)C(=O)Nc1ncc(Cl)cc1Cl (stereo unspecified)	1.8	-0.1	8.1	-13.4	-5.2	-3.9	9.6	-24.7
6	CCCCn1c(N)c(N(CC)C(=O)c2ccc(-c3ccc(Cl)cc3)o2)c(=O)[nH]c1=O	-1.2	4.6	-0.6	3.7	-0.2	·	-10.7	2.6
7	CCCNC(=O)C[C@H]1CC[C@@H]2[C@H](COC[C@H](O)CN2C(=O)Nc2ccccc2OC)O1	5.5	-5.9	-16.4	-26.7	1.8	-7.4	?	-9.9
8	CC(=NNC(=S)Nc1cccc(C)c1)c1ccccn1	·	-0.7	20.2	77.9*	21.7	·	-1.3	16.7
9	Cc1ccc(S(=O)(=O)N(C)C[C@@H]2OCCCC[C@H](C)Oc3ccc(NC(=O)Nc4ccc5c(c4)OCO5)cc3C(=O)N([C@H](C)CO)C[C@@H]2C)cc1	2.6	-2.1	-13.6	9.1	4.4	10.5	-11.1	-5.3
10	Cc1c(CCNC=O)cc(C)c2c3c(oc12)CCCC3	·	3.5	-105.6	-96.2	-68.7	0.8	3.5	0.0
11	COC(=O)C1=C(C)NC2=C(C(=O)C(C(=O)OC)C(c3ccc(OC)cc3)C2)C1c1ccccn1 (stereo unspecified)	-4.4	·	·	3.8	·	17.2	·	-7.2
12	Cc1ccccc1OCC(=O)NN1Cc2ccccc2C1=N	-1.6	·	·	20.3	·	7.0	·	5.0
13	CC(C)NC(=S)NCc1cccs1	·	·	12.2	5.7	7.0	·	-7.6	-12.5
14	CCOc1ccc(-c2cncc3nccn23)cc1	-3.8	-0.8	-2.6	-38.4	-12.5	·	-1.4	-12.5
15	O=C(c1ccncc1)N1CC(=O)N2[C@H](C1)[C@H](c1ccc(-c3ccccc3F)cc1)[C@@H]2CO	·	1.9	2.1	21.6	-1.1	6.5	-18.8	·
16	CCc1nnc(NC(=O)CSc2ccc(-c3cccs3)nn2)s1	6.6	-3.1	7.7	-2.5	3.5	-3.3	-4.5	-9.4
17	C[C@@H]1CN([C@@H](C)CO)C(=O)c2cc(-c3ccccc3F)cnc2O[C@@H]1CN(C)Cc1cccc(C(=O)O)c1	-2.7	2.0	8.4	·	-0.4	10.4	2.4	·
18	O=C(Nc1ccc(F)cc1)C(CCc1ccccc1)N1CCN(c2cccc(C(F)(F)F)n2)CC1 (stereo unspecified)	·	·	1.8	-2.5	5.8	·	-2.7	·
19	Cn1c(=O)c2c(ncn2CC(=O)OCC(=O)Nc2ccccc2Cl)n(C)c1=O	·	·	-5.0	-5.7	·	1.0	·	4.2
20	CCOc1ccc(-c2cc3cc(OC)c(OC)cc3c(C)n2)cc1	4.8	-1.2	-0.6	-13.5	-4.6	3.8	8.4	7.0
21	O=C(N/N=C1\SCC(=O)N1CCc1ccccc1)c1cccs1	-1.4	0.5	20.2	-25.8	9.4	-5.2	-0.7	-1.8
22	O=C(NCCCNC(=O)c1ccccn1)c1ccc(Cl)cc1	4.0	-3.0	5.0	-1.8	0.0	4.2	-5.1	-8.4
23	Cc1nc(-c2ccc(NC(=O)Cc3ccccc3)cc2)cs1	6.1	1.5	-61.9	-166.1	-106.4	4.0	6.7	-1.7
24	C[C@@H]1CN([C@H](C)CO)C(=O)c2cccc(NS(C)(=O)=O)c2O[C@H]1CN(C)C(=O)Nc1ccc(F)cc1	11.0	-5.4	-8.1	-23.4	-5.8	0.8	2.3	-3.8
25	CCn1c(CN2CCCCC2)nc2cc(S(=O)(=O)N3CCCCC3)ccc21	-4.5	-0.1	10.8	6.7	9.5	-11.0	-1.3	0.2
26	Cc1c(NC(=O)COC(=O)/C=C/c2cccc(Cl)c2)c(=O)n(-c2ccccc2)n1C	0.1	1.0	6.1	-0.4	7.4	6.6	-4.3	6.8
27	Cc1noc(C)c1NC(=O)Nc1ccc2c(c1)C(=O)N([C@H](C)CO)C[C@H](C)[C@H](CN(C)S(=O)(=O)c1cn(C)cn1)OCCCC[C@@H](C)O2	-2.4	0.0	12.9	-18.3	-4.8	-0.8	5.7	·
28	CC(=O)Nc1ccc(NC(=O)C(=O)NCC(c2ccco2)N2CCc3ccccc32)cc1 (stereo unspecified)	2.3	-0.8	-6.3	16.6	17.9	-1.6	-3.7	17.0
29	C[C@@H]1CCCCO[C@H](CN(C)S(=O)(=O)c2ccc(F)cc2)[C@@H](C)CN([C@@H](C)CO)C(=O)c2cc(NC(=O)Nc3ccc(C(F)(F)F)cc3)ccc2O1	9.4	-3.9	13.9	64.5*	48.5	16.8	0.4	-10.7
30	O=C(NC1CCCC1)C(c1ccccc1)N(Cc1cccnc1)C(=O)Cc1cccs1 (stereo unspecified)	-3.0	-1.0	9.1	-19.8	7.5	-18.0	1.9	·

Entries of single compounds as entered above:
`Cc1noc(C)c1NC(=O)Nc1ccc2c(c1)C(=O)N([C@H](C)CO)C[C@H](C)[C@H](CN(C)S(=O)(=O)c1cn(C)cn1)OCCCC[C@@H](C)O2` across the screens: PglD inh = -2.4; ERAP1 HTS inh = 0.0; LGR2 inh = 12.9; PAX8 inh HTS = -18.3; EWS-Fli inh = -4.8; PGC1a acetyl inh = -0.8; S100A4 MyoIIA = 5.7; FN deposition inh = ·
`CC(OC(=O)c1ccco1)C(=O)Nc1ncc(Cl)cc1Cl` (stereo unspecified) across the screens: PglD inh = 1.8; ERAP1 HTS inh = -0.1; LGR2 inh = 8.1; PAX8 inh HTS = -13.4; EWS-Fli inh = -5.2; PGC1a acetyl inh = -3.9; S100A4 MyoIIA = 9.6; FN deposition inh = -24.7

Additional structures follow:
No.	compound	PglD inh	ERAP1 HTS inh	LGR2 inh	PAX8 inh HTS	EWS-Fli inh	PGC1a acetyl inh	S100A4 MyoIIA	FN deposition inh
31	C[C@H](CO)N1C[C@H](C)[C@H](CN(C)S(=O)(=O)c2ccccc2)Oc2c(NC(=O)NC3CCCCC3)cccc2C1=O	0.8	-1.4	9.4	-4.0	7.3	-9.9	2.7	·
32	COc1ccc(-c2noc(=O)n2Cc2cc(C)ccc2C)cc1	·	5.3	-3.6	16.2	36.9	-11.6	-5.4	2.4
33	CCOC(=O)c1c(NC(=O)CS(=O)(=O)c2cn(CC)c3ccccc23)sc2c1CCCC2	-1.7	6.1	12.9	9.8	-1.4	·	7.7	-6.0
34	CCC(CC)c1nnc(NC(=O)C2CC(=O)N(C3CCCC3)C2)s1 (stereo unspecified)	10.2	-1.2	-8.3	-14.2	2.9	-6.8	-9.0	-13.3
35	COC(=O)c1ccc2cc(C)cc(C)c2n1	9.5	0.5	-41.2	-3.9	9.7	6.8	-6.2	-6.3
36	N#Cc1ccc(CSc2nnc(-c3ccncc3)o2)cc1	-2.2	3.4	-20.9	6.4	6.6	5.7	-4.3	·
37	C[C@@H]1CCCCO[C@@H](CN(C)Cc2ccncc2)[C@H](C)CN([C@H](C)CO)C(=O)c2cc(NS(C)(=O)=O)ccc2O1	3.5	-0.2	2.8	-1.7	2.9	4.3	2.2	·
38	COc1ccc(-c2cc(C)no2)cc1S(=O)(=O)NCCCN1CCN(c2ccccc2)CC1	-0.8	1.8	-13.8	34.1	22.7	·	13.7	0.1
39	COc1ccc(-c2cnc3c(c2)C(=O)N([C@@H](C)CO)C[C@H](C)[C@H](CN(C)C(=O)C2CCCCC2)O3)cc1	0.6	4.1	-9.1	14.4	2.0	1.7	62.0	·
40	COc1ccc(C(=O)Nc2nnc(Cc3ccc(OC)c(OC)c3)s2)cc1	6.4	-5.1	-1.8	-9.4	1.9	3.7	-3.1	3.5
41	CN1C(=O)CC(N2CCN(CC(N)=O)CC2)C1=O (stereo unspecified)	-3.3	·	·	0.8	·	1.1	·	1.8
42	Cc1ccc(S(=O)(=O)Nc2ccc3c(c2)C(=O)N([C@H](C)CO)C[C@@H](C)[C@H](CN(C)C)OCCCC[C@@H](C)O3)cc1	-0.2	-1.9	-3.3	1.8	6.0	-6.7	-2.2	2.7
43	O=C(O)CCn1cc(/C=C/C(=O)c2ccc(Cl)cc2)c(-c2cccc(Br)c2)n1	-4.0	-3.9	5.8	12.9	9.4	7.3	-5.6	9.8
44	COc1ccc(CN(C)C[C@H]2Oc3c(NS(=O)(=O)c4cn(C)cn4)cccc3C(=O)N([C@@H](C)CO)C[C@@H]2C)cc1	1.1	3.4	12.0	8.3	-1.7	6.8	-5.5	·
45	NC(=NC1CCCCC1)NS(=O)(=O)c1ccccc1	-6.9	-1.9	-12.5	0.4	-6.0	-13.6	1.9	3.2
46	COc1ccc(CCNC(=O)C(F)(F)F)cc1S(N)(=O)=O	·	-2.4	-3.5	12.2	15.3	·	-7.7	2.5
47	CCc1nc2ccc(C(=O)NCc3ccc4c(c3)OCO4)cn2c1N(CCC(C)C)CCN(C)C	6.8	0.5	4.4	7.8	-7.0	·	-5.0	-2.0
48	COc1ccccc1C(=O)N/N=C(\C)c1cccnc1	·	·	3.1	-26.3	-20.5	4.8	2.4	5.1
49	COC(=O)c1ccc2nc(-c3ccccc3)c(Cc3cccc(Cl)c3)n2c1	·	·	-9.3	7.6	-3.4	·	2.3	-14.0
50	O=C(NCc1ccccc1)C1CCCN(c2nc3ccsc3c(=O)s2)C1 (stereo unspecified)	·	1.4	-3.8	-6.1	5.3	6.1	-0.2	-5.8
51	Cn1nnnc1NCc1ccc(Cl)c(Cl)c1	·	-1.8	-1.4	-3.2	-3.8	-2.7	-12.5	4.0
52	CCNC(=S)Nc1ccc2c(c1)c(=O)n(C)n2CC=C(C)C	-8.3	-3.3	4.7	12.6	4.6	8.7	-2.6	·
53	Cc1ccc([N+](=O)[O-])c2c1C(N1CCCC1)C(C)(C)O2 (stereo unspecified)	·	1.1	-5.6	-3.2	0.9	·	-0.1	5.1
